NCI-60 one-dose screen, 48 h, at 10 µM unless noted. Numbers give growth in % (100 = growth as untreated, 0 = no growth, -100 = all killed).
EKVX = EKVX NSCLC; 71,000 compounds, 3% hits
SK-MEL-28 = SK-MEL-28 melanoma | 81,000 compounds, 4.1% hits
M14 = M14 melanoma; 80,000 compounds, 6.2% hits
HOP-62 = HOP-62 NSCLC; 80,000 compounds, 3.9% hits
CCRF-CEM = CCRF-CEM leukemia; 77,000 compounds, 7% hits
SK-MEL-5 = SK-MEL-5 melanoma; 80,000 compounds, 6.4% hits; AID 1794755
A549/ATCC = A549/ATCC NSCLC. 81,000 compounds, 3.7% hits. AID 1794740
HOP-92 = HOP-92 NSCLC cells | AID 1794738 | 71,000 compounds, 6.3% hits
The depositor's hits bear a star. The calls were made as follows: active = growth percent below 10; inactive = the rest.

`COc1ccc(/C=C/c2nc(Nc3ccc(S(=O)(=O)NC(C)=O)cc3)c3ccccc3n2)cc1` gave EKVX 82, SK-MEL-28 96, M14 45, HOP-62 81, CCRF-CEM 82, SK-MEL-5 77, A549/ATCC 42 and HOP-92 68.
`N#C/C(=C\c1ccc(-c2ccc(Cl)cc2)o1)c1ccc(Cl)cc1` gave EKVX 50, SK-MEL-28 100, M14 81, HOP-62 47, CCRF-CEM 67, SK-MEL-5 91, A549/ATCC 35 and HOP-92 5.3*.
For COc1ccc2nc(-n3nc4nc5n(c(=N)c4c3N)-c3ccccc3Sc3ccccc3-5)sc2c1 the results were EKVX 82, SK-MEL-28 121, M14 107, HOP-62 108, CCRF-CEM 100, SK-MEL-5 101, A549/ATCC 93 and HOP-92 83.
Nc1cc(Cl)ccc1N1C(=O)C=CC1=O was read as EKVX 97, SK-MEL-28 109, M14 103, HOP-62 91, CCRF-CEM 94, SK-MEL-5 98, A549/ATCC 92 and HOP-92 77.
COc1ccc(/C=C/C(=O)c2cc3c(N)c(C(=O)Nc4ccccc4)sc3nc2C)cc1 was read as EKVX 47, SK-MEL-28 52, M14 6.3*, HOP-62 33, CCRF-CEM 16, SK-MEL-5 4.6*, A549/ATCC 17 and HOP-92 41.
`C[N+]1=C(/C=C/c2ccc(N)cc2)C(C)(C)c2ccccc21` gave EKVX 86, SK-MEL-28 104, M14 99, HOP-62 102, CCRF-CEM 78, SK-MEL-5 87, A549/ATCC 98 and HOP-92 86.
For Cc1[nH]c(C2CC(c3cccs3)=NN2c2ccccc2)c(C)c1C(=O)NCC(F)(F)F (stereo unspecified) the results were EKVX 86, SK-MEL-28 99, M14 102, HOP-62 110, CCRF-CEM 94, SK-MEL-5 95, A549/ATCC 95 and HOP-92 91.
`O=C1c2cccc3cccc(c23)C(=O)N1c1nccs1` gave EKVX 102, SK-MEL-28 102, M14 103, HOP-62 93, CCRF-CEM 27, SK-MEL-5 95, A549/ATCC 98 and HOP-92 99.
For COc1ccc(O)c(-c2cc(-c3ccccc3)c(C#N)c(=O)[nH]2)c1 the results were EKVX 104, SK-MEL-28 113, M14 95, HOP-62 85, CCRF-CEM 92, SK-MEL-5 74, A549/ATCC 84 and HOP-92 61.
`Cc1ccc(NCc2nnc(-c3ccco3)o2)cc1` gave EKVX 96, SK-MEL-28 106, M14 96, HOP-62 90, CCRF-CEM 111, SK-MEL-5 99, A549/ATCC 101 and HOP-92 80.
Screening Cn1c(=O)c2[nH]c(Cc3ccsc3)nc2n(C)c1=O returned EKVX 118, SK-MEL-28 109, M14 99, HOP-62 109, CCRF-CEM 97, SK-MEL-5 117, A549/ATCC 103 and HOP-92 108.
Screening Cn1cc(-c2nc(-c3cccnc3)cs2)c2cc(F)ccc21 returned EKVX 72, SK-MEL-28 95, M14 82, SK-MEL-5 80 and A549/ATCC 87.
`Cc1c(F)cccc1NC(=O)c1sc2nc3c(cc2c1N)CCCC3` gave EKVX 97, SK-MEL-28 101, M14 88, HOP-62 102, CCRF-CEM 84, SK-MEL-5 91, A549/ATCC 91 and HOP-92 106.
Screening Cc1cc(N=C2NC(=O)/C(=C/c3cc(C(C)(C)C)c(O)c(C(C)(C)C)c3)S2)n[nH]1 returned EKVX 2.8*, SK-MEL-28 23, M14 25, HOP-62 8.6*, CCRF-CEM 13, SK-MEL-5 -73* and A549/ATCC 9.9*.
For COc1cc(/C=C(\C#N)C(=O)Nc2sc3c(c2C#N)CCCC3)ccc1OCc1ccccc1 the results were EKVX 91, SK-MEL-28 110, M14 111, HOP-62 99, CCRF-CEM 100, SK-MEL-5 99, A549/ATCC 104 and HOP-92 101.
Screening OCC(CO)(CCl)CCl returned EKVX 104, SK-MEL-28 103, M14 89, HOP-62 99, CCRF-CEM 90, SK-MEL-5 104, A549/ATCC 77 and HOP-92 86.
`COc1ccc(/C=C2/SC(=O)N(CCCC(=O)N3CCN(c4cc5c(cc4F)c(=O)c(C(=O)O)cn5C4CC4)CC3)C2=O)cc1` gave EKVX 100, SK-MEL-28 104, M14 104, HOP-62 104, CCRF-CEM 101, SK-MEL-5 96, A549/ATCC 92 and HOP-92 92.
For CS(=O)(=O)Nc1ccc(C(=O)NC(C(=O)NO)c2ccc(C3CC3)cc2)cc1 (stereo unspecified) the results were EKVX 104, SK-MEL-28 104, M14 104, HOP-62 97, CCRF-CEM 104, SK-MEL-5 100, A549/ATCC 101 and HOP-92 106.
Screening C=C(c1ccc(F)cc1)C1CC1 returned EKVX 111, SK-MEL-28 109, M14 105, HOP-62 104, CCRF-CEM 103, SK-MEL-5 110, A549/ATCC 106 and HOP-92 86.
`O=c1cc(-c2ccccc2)oc2cc(OCCCCNCc3ccccc3)cc(O)c12` gave EKVX 25, SK-MEL-28 -70*, M14 -76*, HOP-62 61, CCRF-CEM 2.9*, SK-MEL-5 -100*, A549/ATCC 49 and HOP-92 32.
For O=C(N/N=C1\c2ccccc2-c2cccc(C(=O)O)c21)c1ccccc1 the results were EKVX 93, SK-MEL-28 98, M14 96, HOP-62 83, CCRF-CEM 94, SK-MEL-5 87, A549/ATCC 104 and HOP-92 82.
CCC(CC)C(=O)OCCCCOC(=O)C(CC)CC was read as SK-MEL-28 104, M14 102, HOP-62 105, CCRF-CEM 98, SK-MEL-5 99, A549/ATCC 101 and HOP-92 92.
For CCOc1ccc(NC(=O)c2ccoc2COc2ccc(C)cc2)cc1 the results were EKVX 92, SK-MEL-28 102, M14 94, HOP-62 95, CCRF-CEM 91, SK-MEL-5 96, A549/ATCC 93 and HOP-92 105.
For CC(C)c1cc(-c2nc3ccc(Cl)cc3[nH]2)no1 the results were EKVX 95, SK-MEL-28 110, M14 104, HOP-62 110, CCRF-CEM 91, SK-MEL-5 92, A549/ATCC 94 and HOP-92 104.
Screening c1ccc2c(c1)ncn2-c1ccnc(NCCc2ccncc2)n1 returned EKVX 96, SK-MEL-28 112, M14 95, HOP-62 86, CCRF-CEM 115, SK-MEL-5 88, A549/ATCC 92 and HOP-92 106.
`Clc1cccc(Cl)c1COc1ccc(Nc2ncnc3onc(-c4ccccc4)c23)cc1` gave EKVX 89, SK-MEL-28 83, M14 69, HOP-62 89, CCRF-CEM 74, SK-MEL-5 50, A549/ATCC 80 and HOP-92 72.
`Nc1nc(=O)c2ccccc2s1` gave EKVX 111, SK-MEL-28 121, M14 107, HOP-62 98, CCRF-CEM 92, SK-MEL-5 116, A549/ATCC 111 and HOP-92 94.
Screening COc1cccc(N2C(=O)/C(=C/C3=Cc4ccccc4OC3)SC2=S)c1 returned EKVX 101, SK-MEL-28 101, M14 102, HOP-62 96, CCRF-CEM 100, SK-MEL-5 98, A549/ATCC 106 and HOP-92 92.
`CC/C=C\C[C@H]1C/C=C2/C(=O)C=C[C@@H]2C/C=C\CCCC(=O)O1` gave EKVX 12, SK-MEL-28 -29*, M14 -17*, HOP-62 44, CCRF-CEM -15*, SK-MEL-5 -88*, A549/ATCC -25* and HOP-92 -37*.
For COc1ccc(Nc2ncnc3sc4c(c23)CCN(Cc2ccccc2)C4)cc1 the results were EKVX 76, SK-MEL-28 100, M14 81, HOP-62 82, CCRF-CEM 73, SK-MEL-5 70, A549/ATCC 77 and HOP-92 86.
Screening CC(C)c1ccc(C(=O)Nc2sc3cc(O)ccc3c2C#N)cc1 returned EKVX 53, SK-MEL-28 52, M14 5.4*, HOP-62 41, CCRF-CEM 12, SK-MEL-5 22, A549/ATCC 45 and HOP-92 79.
`O=c1cc(-c2ccccc2)nc2sc(-c3c[nH]c4ccc(Br)cc34)nn12` gave EKVX 91, SK-MEL-28 94, M14 105, HOP-62 107, CCRF-CEM 123, SK-MEL-5 99, A549/ATCC 98 and HOP-92 86.
O=C1CCCC2CCCCN12 (stereo unspecified) was read as EKVX 119, SK-MEL-28 109, M14 100, HOP-62 108, CCRF-CEM 118, SK-MEL-5 109, A549/ATCC 111 and HOP-92 96.
`Brc1ccc(/C=N\N=c2\scc(-c3ccc(Br)cc3)n2/N=C/c2ccc(Br)cc2)cc1` gave EKVX 95, SK-MEL-28 111, HOP-62 97, CCRF-CEM 95, SK-MEL-5 103, A549/ATCC 81 and HOP-92 97.
Screening Cn1c(=O)[nH]c2nc(SCC(=O)Nc3ccc(C(=O)/C=C/c4ccc(Cl)cc4)cc3)[nH]c2c1=O returned EKVX 100, SK-MEL-28 105, M14 102, CCRF-CEM 116, SK-MEL-5 92, A549/ATCC 98 and HOP-92 76.
Screening COc1cc2[nH]c(=O)c3c4ncccc4cn3c2cc1OC returned EKVX 89, SK-MEL-28 125, M14 102, HOP-62 62, CCRF-CEM 64, SK-MEL-5 86 and A549/ATCC 56.
For CSc1ccc(C(=NNS(=O)(=O)c2ccc(C)cc2)c2ccc(Cl)cc2)cc1 the results were EKVX 98, SK-MEL-28 102, M14 103, HOP-62 99, CCRF-CEM 98, SK-MEL-5 99, A549/ATCC 100 and HOP-92 87.
COc1ccc(C(=O)C[n+]2cccc(Br)c2)cc1 was read as EKVX 96, SK-MEL-28 106, M14 94, HOP-62 90, CCRF-CEM 110, SK-MEL-5 104, A549/ATCC 101 and HOP-92 103.
CC[C@]12C=CCN3CC[C@@]4(c5ccc(OC)cc5N(C)[C@H]4[C@@](O)(C(=O)OC)[C@@H]1OC(=O)CCN1CCc4ccccc4C1)[C@@H]32 was read as EKVX 89, SK-MEL-28 95, M14 98, HOP-62 88, CCRF-CEM 83, SK-MEL-5 98, A549/ATCC 88 and HOP-92 40.
For CCOC(=O)C1=C(C)NC(=S)NC1c1cccc(O)c1 (stereo unspecified) the results were EKVX 101, SK-MEL-28 108, M14 104, HOP-62 105, CCRF-CEM 111, SK-MEL-5 102, A549/ATCC 98 and HOP-92 108.

Random excerpt: 2 records from the list
For CC(C)c1cc(-c2nc3ccc(Cl)cc3[nH]2)no1 the results were EKVX 95, SK-MEL-28 110, M14 104, HOP-62 110, CCRF-CEM 91, SK-MEL-5 92, A549/ATCC 94 and HOP-92 104.
For COc1ccc(Nc2ncnc3sc4c(c23)CCN(Cc2ccccc2)C4)cc1 the results were EKVX 76, SK-MEL-28 100, M14 81, HOP-62 82, CCRF-CEM 73, SK-MEL-5 70, A549/ATCC 77 and HOP-92 86.

Arranged by count of non-hydrogen atoms (smallest number first): some entries from above.
Screening OCC(CO)(CCl)CCl returned EKVX 104, SK-MEL-28 103, M14 89, HOP-62 99, CCRF-CEM 90, SK-MEL-5 104, A549/ATCC 77 and HOP-92 86.
O=C1CCCC2CCCCN12 (stereo unspecified) was read as EKVX 119, SK-MEL-28 109, M14 100, HOP-62 108, CCRF-CEM 118, SK-MEL-5 109, A549/ATCC 111 and HOP-92 96.
Nc1cc(Cl)ccc1N1C(=O)C=CC1=O was read as EKVX 97, SK-MEL-28 109, M14 103, HOP-62 91, CCRF-CEM 94, SK-MEL-5 98, A549/ATCC 92 and HOP-92 77.
`O=C1c2cccc3cccc(c23)C(=O)N1c1nccs1` gave EKVX 102, SK-MEL-28 102, M14 103, HOP-62 93, CCRF-CEM 27, SK-MEL-5 95, A549/ATCC 98 and HOP-92 99.
Screening Cn1cc(-c2nc(-c3cccnc3)cs2)c2cc(F)ccc21 returned EKVX 72, SK-MEL-28 95, M14 82, SK-MEL-5 80 and A549/ATCC 87.
`CC/C=C\C[C@H]1C/C=C2/C(=O)C=C[C@@H]2C/C=C\CCCC(=O)O1` gave EKVX 12, SK-MEL-28 -29*, M14 -17*, HOP-62 44, CCRF-CEM -15*, SK-MEL-5 -88*, A549/ATCC -25* and HOP-92 -37*.
For COc1ccc(O)c(-c2cc(-c3ccccc3)c(C#N)c(=O)[nH]2)c1 the results were EKVX 104, SK-MEL-28 113, M14 95, HOP-62 85, CCRF-CEM 92, SK-MEL-5 74, A549/ATCC 84 and HOP-92 61.
`Cc1c(F)cccc1NC(=O)c1sc2nc3c(cc2c1N)CCCC3` gave EKVX 97, SK-MEL-28 101, M14 88, HOP-62 102, CCRF-CEM 84, SK-MEL-5 91, A549/ATCC 91 and HOP-92 106.
For CS(=O)(=O)Nc1ccc(C(=O)NC(C(=O)NO)c2ccc(C3CC3)cc2)cc1 (stereo unspecified) the results were EKVX 104, SK-MEL-28 104, M14 104, HOP-62 97, CCRF-CEM 104, SK-MEL-5 100, A549/ATCC 101 and HOP-92 106.
`Brc1ccc(/C=N\N=c2\scc(-c3ccc(Br)cc3)n2/N=C/c2ccc(Br)cc2)cc1` gave EKVX 95, SK-MEL-28 111, HOP-62 97, CCRF-CEM 95, SK-MEL-5 103, A549/ATCC 81 and HOP-92 97.
COc1ccc(/C=C/C(=O)c2cc3c(N)c(C(=O)Nc4ccccc4)sc3nc2C)cc1 was read as EKVX 47, SK-MEL-28 52, M14 6.3*, HOP-62 33, CCRF-CEM 16, SK-MEL-5 4.6*, A549/ATCC 17 and HOP-92 41.
`COc1ccc(/C=C2/SC(=O)N(CCCC(=O)N3CCN(c4cc5c(cc4F)c(=O)c(C(=O)O)cn5C4CC4)CC3)C2=O)cc1` gave EKVX 100, SK-MEL-28 104, M14 104, HOP-62 104, CCRF-CEM 101, SK-MEL-5 96, A549/ATCC 92 and HOP-92 92.

Additional results
For O=C(Nc1cccc(Cl)c1)Nc1cc2ncncc2cc1OCc1cccc(F)c1 the results were SK-MEL-28 21, M14 -18*, HOP-62 -4.3*, CCRF-CEM 2.8*, SK-MEL-5 -89*, A549/ATCC 2.3* and HOP-92 -4.8*.
COc1ccc(NC(=O)c2ccc(Cl)cc2)cc1 was read as EKVX 93, SK-MEL-28 100, M14 89, HOP-62 104, CCRF-CEM 107, SK-MEL-5 89, A549/ATCC 95 and HOP-92 98.
For CCOc1ccccc1[C@H]1C(C(=O)c2ccc(Cl)cc2)C2(N[C@@H]1c1ccccc1)C(=O)Nc1ccccc12 (stereo partly specified) the results were EKVX 9.0*, SK-MEL-28 41, M14 15, HOP-62 33, CCRF-CEM 12, SK-MEL-5 -91*, A549/ATCC 57 and HOP-92 -22*.
For CCOC(=O)C1=NCCNC1=O the results were EKVX 99, SK-MEL-28 110, M14 97, HOP-62 101, CCRF-CEM 98, SK-MEL-5 100 and A549/ATCC 96.

Assay outcomes (PubChem)
